# PolyA inh = blocks polyadenylation in yeast reporter cells; S. cerevisiae SKY197-pL101 polyadenylation reporter, beta-gal luminescence; efflux-impaired pdr1/pdr3 knockout yeast; score 100 = 6 SD above DMSO; hit rate 0.02% among 300,000; calls only at 12 µM;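 active means lowest replicate activity score at least 50, where 100 means six control SD above control mean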;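 further: yeast exposed to compound for 9 h at 30 °C; higher score means more reporter readthrough which indicates perturbed polyadenylation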
# KCNK3 block = human KCNK3 channel inhibition, primary screen; CHO-KCNK3 thallium flux, FluxOR fluorescence; stronger effect = lower value; hit rate 0.84% among 340,000; B-score at 10 µM; O14649;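 active means B-score under library mean minus 4 SD, starting fluorescence ratio at most library mean plus 5 SD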;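 further: more negative B-score means stronger inhibition of thallium flux through KCNK3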
# Target sequence (O14649 whole entry, looked up): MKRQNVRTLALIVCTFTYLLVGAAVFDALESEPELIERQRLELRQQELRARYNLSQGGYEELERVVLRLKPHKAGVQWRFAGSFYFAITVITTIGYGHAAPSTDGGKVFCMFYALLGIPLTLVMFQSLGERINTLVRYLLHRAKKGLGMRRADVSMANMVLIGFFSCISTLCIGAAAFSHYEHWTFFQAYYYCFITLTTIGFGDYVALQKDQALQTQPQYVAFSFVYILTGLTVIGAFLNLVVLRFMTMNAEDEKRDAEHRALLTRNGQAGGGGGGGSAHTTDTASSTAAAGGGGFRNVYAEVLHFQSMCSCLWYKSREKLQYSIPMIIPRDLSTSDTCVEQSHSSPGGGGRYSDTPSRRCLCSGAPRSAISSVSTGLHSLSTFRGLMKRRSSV
# TRPC4 act = TRPC4 (mouse) channel activation | Q9QUQ5 | HEK293 TRPC4beta/mu-opioid, Fluo4 calcium fluorescence; stronger effect = higher value | B-score at 10 µM | hit rate 0.49% among 310,000;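 active means B-score above 5 SD of library B-scores, and initial fluorescence ratio not above library mean plus 5 SD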;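 further: positive B-score marks a calcium rise read as TRPC4 activation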
#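 Assay system – TRPC4beta and mu-opioid receptor HEK293 stable cells · Measured by – Fluo4 fluorescence, kinetic · Schedule – dye loading 45 min room temperature, 110 s kinetic read · Read-out – B-scored integrated calcium fluorescence ratio · Controls – buffer and maximal DAMGO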
# TRPC4 PAM = allosteric potentiators of mouse TRPC4 channel. Q9QUQ5. HEK293 TRPC4beta/mu-opioid, DAMGO EC20, Fluo-4 Ca2+ flux; stronger effect = higher value. B-score at 10 µM. hit rate 0.42% among 310,000;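 active means B-score of calcium response area above 5 SD of library B-scores, with initial fluorescence ratio within 5 SD of library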;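 further: B-score of integrated fluorescence ratio over time as area under calcium response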
# Platelet DG rel = modulates dense granule release in human platelets. human platelet-rich plasma, SFLLRN dense granule ATP release, luminescence. inhibition, %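 (compounds screened at 7.5 µM in platelet-rich plasma)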. hit rate 0.22% among 300,000. AID 1663;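 active means mean replicate score, as percent of positive control, at or above 50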
# TRPC4 inh = inhibitors of mouse TRPC4 channel; hit rate 0.39% among 300,000; AID 2247; B-score at 10 µM; HEK293 TRPC4beta/mu-opioid, DAMGO-evoked Fluo4 calcium flux; stronger effect = lower value;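 active means B-score over 3 SD under the library average, no early fluorescence shift, positive overall ratio signal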
#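 System: stable TRPC4beta/mu-opioid receptor HEK293 cells; Dosing: single-point compound dosing; Measured by: Fluo4 Ca2+ flux fluorescence; Read-out basis: per-well B score of integrated baseline-normalized Fluo4 ratio.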
# KCNQ1 inh = blocks the human KCNQ1 potassium channel. P51787. CHO-K1 KCNQ1, FluxOR thallium flux fluorescence; stronger effect = higher value. B-score at 10 µM. hit rate 1.3% among 310,000;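 active means compounds whose thallium flux B-score, printed positive for inhibition, exceeds three library SD while starting fluorescence stays within three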;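 further: channel opened by potassium depolarization with thallium stimulus after 20 min compound exposure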
# Target sequence (P51787 whole entry, looked up): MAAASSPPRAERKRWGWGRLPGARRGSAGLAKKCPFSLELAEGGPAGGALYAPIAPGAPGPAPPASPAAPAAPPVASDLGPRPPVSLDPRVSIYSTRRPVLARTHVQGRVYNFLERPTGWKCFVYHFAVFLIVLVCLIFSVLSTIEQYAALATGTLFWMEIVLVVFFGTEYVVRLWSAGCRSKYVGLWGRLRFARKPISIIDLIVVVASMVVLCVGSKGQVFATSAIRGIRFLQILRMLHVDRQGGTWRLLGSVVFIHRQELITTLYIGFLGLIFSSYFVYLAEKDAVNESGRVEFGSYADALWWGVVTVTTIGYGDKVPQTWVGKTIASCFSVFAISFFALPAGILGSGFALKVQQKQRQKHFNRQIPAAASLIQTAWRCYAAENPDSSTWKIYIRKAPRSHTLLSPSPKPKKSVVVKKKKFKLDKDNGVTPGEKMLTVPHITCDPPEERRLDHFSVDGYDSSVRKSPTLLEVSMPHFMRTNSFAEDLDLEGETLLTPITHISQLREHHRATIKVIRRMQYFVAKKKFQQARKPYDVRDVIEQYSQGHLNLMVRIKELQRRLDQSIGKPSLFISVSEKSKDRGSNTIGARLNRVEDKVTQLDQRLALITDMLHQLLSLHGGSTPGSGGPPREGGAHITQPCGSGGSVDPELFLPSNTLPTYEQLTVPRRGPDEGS
# KCNQ1 pot = human KCNQ1 channel potentiation or activation; P51787; CHO-K1 KCNQ1, thallium flux FluxOR fluorescence; stronger effect = higher value; B-score at 10 µM; hit rate 0.35% among 310,000; AID 2648;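 active means fluorescence ratio B-score, a plate-corrected score, at least three library SD, with initial intensity B-score within 5 SD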
#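 Medium – assay buffer, equal DMSO in all wells · Material – CHO-K1 cell line with stable KCNQ1 potassium channel expression · Signal – kinetic FluxOR thallium fluorescence, 10-s 1-Hz baseline, 110-s post-stimulus read · Compound – single concentration per compound, DMSO matched to controls · Schedule – 37 °C overnight plating, 90-min dark dye load, 20-min compound pretreatment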
# KCNK9 block = human KCNK9 channel inhibition; Q9NPC2; HEK293 KCNK9, FluxOR thallium flux fluorescence; stronger effect = lower value; B-score at 10 µM; hit rate 1.2% among 310,000; AID 488922;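 active means ratio B-score over 3 SD below the library mean, with starting fluorescence within 5 SD of its mean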;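 further: negative B-score means less thallium flux so channel inhibition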
# Dyrk1A ADPGlo = Dyrk1A (rat) kinase inhibition; Q63470; ADP-Glo luminescence, NFATc1 peptide; inhibition, % at 12.5 µM; hit rate 0.43% among 310,000; in the data active means inhibition above about 50%;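 further: plate controls were vehicle with enzyme for no effect and no enzyme for full effect; many of its hits are not listed in these tables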
# hERG rescue = shields human hERG channel from block by proarrhythmic agents; activation (rescue from dofetilide block), less the hit threshold, % at 10 µM; hit rate 0.51% among 310,000; Q12809; CHO-hERG, FluxOR thallium flux, dofetilide IC70 present;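 active means activation above the mean of controls blocked by dofetilide plus 5 SD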;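 further: thallium influx through hERG after potassium depolarization seen as dye fluorescence rise; in these data hits start at about 4.7%; inactives centre near -7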
# The depositor's hits bear a star; i = inactive; . = not tested or not shown. Not all compounds are listed, so the mix of outcomes need not match the whole.
SMILES,PolyA inh,KCNK3 block,TRPC4 act,TRPC4 PAM,Platelet DG rel,TRPC4 inh,KCNQ1 inh,KCNQ1 pot,KCNK9 block,Dyrk1A ADPGlo,hERG rescue
Cc1ccc(SCCNC(=O)/C=C/c2cccc([N+](=O)[O-])c2)cc1,i,i,i,i,-7,i,i,i,i,3,-5
CCOCCCNC(=O)CSc1nnc(-c2ccc(S(=O)(=O)N3CCCC3)cc2)n1C,i,i,i,i,-2,i,i,i,i,0,-9
Cc1ccc(C2OCC3(CO2)COC(c2ccc(C)cc2)OC3)cc1 (centres undefined),i,i,i,i,2,i,i,i,i,-1,-1
CCCC[C@H]1COCCS(=O)(=O)N1Cc1cccc(F)c1,i,i,i,i,-1,i,i,i,i,0,-6
CCC(Sc1nc(-c2cccc(OC)c2)c(C#N)c(=O)[nH]1)C(=O)Nc1nnc(C(C)C)s1 (centres undefined),i,i,i,i,-9,i,i,i,i,0,-4
Cc1occc1-c1nnc(SCC(=O)Nc2ccccn2)o1,i,i,i,i,10,i,i,i,i,11,-10
c1ccc(N2CCN(c3ccccc3)C2c2ccncc2)cc1,i,i,i,i,-3,i,i,i,i,.,-9
COc1ccc(-n2c(SCC(=O)N/N=C/c3ccccc3OCC(=O)O)nc3ccccc3c2=O)cc1,i,i,i,i,1,i,i,i,i,-3,-7
CCn1c(N2CCN(C(=S)Nc3ccc(OC)cc3)CC2)nc2ccccc21,i,i,52*,i,0,i,i,i,i,3,-3
Cn1nc(OC(=O)Nc2cccc(Cl)c2)cc1C(F)(F)F,i,i,i,i,2,i,i,i,i,-1,-6
S=C(NCCc1ccccc1)N/N=C/c1cccc(Cl)c1Cl,i,i,i,i,6,i,i,i,i,-4,-3
CC(=O)NCCC(=O)N(Cc1ccccc1)c1nc2c(C)cccc2s1,i,i,i,i,-2,i,i,i,i,10,-18
O=C1CN(C(=O)COc2ccc(F)cc2Br)c2ccccc2N1,i,i,i,i,-1,i,i,i,i,-8,-3
Cc1c(NC(=O)c2cccc(F)c2)c(=O)n(-c2ccccc2)n1C,i,i,i,i,1,i,i,i,i,-8,-10
COc1cc(NC(=S)NCCN2CCOCC2)cc(OC)c1OC,i,i,i,i,3,i,i,i,i,0,-12
COc1ccc(N2C(=O)C3CCCN3C2c2ccccc2)cc1 (centres undefined),i,i,i,i,-1,i,i,i,i,16,-5
O=C(NC(=S)N1CCCC1)c1ccccc1Cl,i,i,i,i,6,i,i,i,i,-4,-2
C#CC(CC)(CC)NC(=O)/C=C/C(=O)O,i,i,i,i,2,i,i,i,i,.,-11
[O-]c1c[n+](-c2ccccc2)no1,i,i,i,i,-17,i,i,i,i,1,-2
C/C(=N\NC(=O)Cn1ccc(C(F)(F)F)n1)c1ccco1,i,i,i,i,7,i,i,i,i,-2,-8
c1coc(CNCc2cccs2)c1,i,i,i,i,0,i,i,i,i,3,-5
NS(=O)(=O)c1cc(C(=O)NC2CCSc3ccccc32)ccc1Cl (centres undefined),i,i,i,i,-2,i,i,i,i,3,-3
O=C(Nc1ccc2nc(-c3cccnc3)[nH]c2c1)c1ccco1,i,i,i,i,-1,i,i,i,i,0,-5
Cc1ccc(C(=O)Nc2ccc3c(c2)C(=O)NC3=O)cc1,i,i,i,i,3,i,i,i,i,2,-5
COc1ccc(C(O)(CC(C)C)C(CN2CCOCC2)c2ccccc2)cc1 (centres undefined),i,i,i,i,1,i,i,i,i,2,-3
COc1ccc(S(=O)(=O)N2CCN(CCCOc3ccc(F)cc3)CC2)cc1OC,i,i,i,i,-9,i,i,i,i,-3,-13
CN(C(=O)COC(=O)CCC(=O)c1ccc(Cl)cc1)c1c(N)n(Cc2ccccc2)c(=O)[nH]c1=O,i,i,i,i,-25,i,i,i,i,1,-7
CC(=O)Nc1ccc(S(=O)(=O)N2CCC(N3CCCCCC3)CC2)cc1,i,i,i,i,1,i,i,i,i,2,-3
N/C(=N\OC(=O)CC1CCCCC1)c1ccc(Br)cc1,i,i,i,i,-2,i,i,i,i,.,-9
COc1ccc(NC(=O)CSc2nnc3ccc(-c4cccnc4)nn23)cc1OC,i,i,i,i,18,i,i,i,i,7,-11
N#C/C(=C/c1ccco1)c1nc2ccccc2s1,i,i,i,i,25,i,i,i,i,23,-11
O=c1cc(CN2CCN(Cc3ccccc3)CC2)c2cc3c(cc2o1)CCC3,i,i,i,i,3,i,i,i,i,4,-9
COc1cccc(-c2nc3c(c(SCC(=O)N4CCOCC4)n2)Cc2c(CO)cnc(C)c2O3)c1,i,i,i,i,-8,i,i,i,i,1,-12
COc1ccccc1C(CNc1ncccc1[N+](=O)[O-])N(C)C (centres undefined),i,i,i,i,-50,i,i,i,i,-2,-5
CCCN(C(=O)Cn1c(C(F)(F)F)nc2ccccc21)C1CCS(=O)(=O)C1 (centres undefined),i,i,i,i,-3,i,i,i,i,-4,-2
Cc1ccc(CC(=O)Nc2ccc(OC(F)F)c(Cl)c2)cc1C,i,i,i,i,-2,i,i,i,i,-60,-6
C=CCNc1nnc(SCC(=O)Nc2ccccc2OC)c2ccccc12,i,i,i,i,-3,i,i,i,i,2,-4
Cc1cccc(Nc2nc(NCC3CCCO3)nc(N)c2[N+](=O)[O-])c1 (centres undefined),i,i,i,i,-3,i,i,i,i,-4,-12
Cc1c(C)n(O)c2ccc3nonc3c12,i,i,i,i,22,i,i,i,i,25,-13
CC(C)N(Cc1ccccc1)C(=O)c1cnc2n(c1=O)CCS2,i,i,i,i,-2,i,i,i,i,2,-5

# An excerpt of these results, with two lines to a compound.
# Sequence of screens – PolyA inh | KCNK3 block | TRPC4 act | TRPC4 PAM | Platelet DG rel | TRPC4 inh | KCNQ1 inh | KCNQ1 pot | KCNK9 block | Dyrk1A ADPGlo | hERG rescue
- Cc1ccc(CC(=O)Nc2ccc(OC(F)F)c(Cl)c2)cc1C
→ i | i | i | i | -2 | i | i | i | i | -60 | -6
- C=CCNc1nnc(SCC(=O)Nc2ccccc2OC)c2ccccc12
→ i | i | i | i | -3 | i | i | i | i | 2 | -4
- Cc1cccc(Nc2nc(NCC3CCCO3)nc(N)c2[N+](=O)[O-])c1 (centres undefined)
→ i | i | i | i | -3 | i | i | i | i | -4 | -12

# Following part
SMILES,PolyA inh,KCNK3 block,TRPC4 act,TRPC4 PAM,Platelet DG rel,TRPC4 inh,KCNQ1 inh,KCNQ1 pot,KCNK9 block,Dyrk1A ADPGlo,hERG rescue
CC(=O)C(C)Sc1nnc(-c2ccccc2F)n1C1CC1 (centres undefined),i,i,i,i,13,i,i,i,i,-4,-10
CCCCCN(C(=O)CN1CCC(Cc2ccccc2)CC1)c1c(N)n(CCCC)c(=O)[nH]c1=O,i,i,i,i,-2,i,i,i,i,2,-22
Cc1ccc(C(=O)NCCOc2cccc3cccnc23)cc1Cl,i,i,i,i,1,i,i,i,i,-2,-7
CCOC(=O)[C@H]1NN=C(C(=O)OC)[C@@H]1c1ccccc1,i,i,i,i,0,i,i,i,i,-7,-6
CCOC(=O)c1ccc(N2C(=O)C(C)=C(C)C2=O)cc1,i,i,i,i,-18,i,i,i,i,-6,-15
CCC1SC(CC)C(=O)N(CC(=O)NCc2ccc(F)cc2)C1=O (centres undefined),i,i,i,i,-1,i,i,i,i,9,-13
CSCCC(NS(=O)(=O)c1ccc(Cl)c(Cl)c1)C(=O)O (centres undefined),i,i,i,i,1,i,i,i,i,-1,-18
Cc1cc(C)n2nc(S(=O)(=O)Nc3c(Cl)cccc3Cl)nc2n1,i,i,i,i,4,i,i,i,i,-1,-7
O=C(Nc1ccccc1)Nc1ccccc1C(=O)NCCCN1CCOCC1,i,i,i,i,0,i,i,i,i,1,-12
O=C1c2ccccc2C(=O)N1Cc1ccco1,i,i,i,i,3,i,i,i,i,-5,-7
CCCCNS(=O)(=O)c1ccc2nc(SCC(=O)Nc3ccccc3)[nH]c2c1,i,i,i,i,17,i,i,i,i,-1,-8
CS(=O)(=O)N(CC(=O)N1CCCCC1)c1cccc(F)c1,i,i,i,i,8,i,i,i,i,-2,-3
COc1cc(C=O)c(Cl)cc1OCC(N)=O,i,i,i,i,-3,i,i,i,i,-1,-9
CCOc1ccc(N2C(=O)Nc3ccccc3C2(O)C(=O)NCc2ccc(F)cc2)cc1 (centres undefined),i,i,i,i,5,i,i,i,i,.,-14
CC1CN(S(=O)(=O)c2ccc(C(=O)Nc3ccc(S(=O)(=O)Nc4ncccn4)cc3)cc2)CC(C)O1 (centres undefined),i,i,i,i,-1,i,i,i,i,-3,-4
Cc1ccc(NS(=O)(=O)c2c(C)[nH]c(C)c2C(=O)N2CCCCC2)cc1C,i,i,i,i,-3,i,i,i,i,1,-5
CC(=O)c1cc2c(cc1NC(=O)c1c(-c3ccccc3)noc1C)OCO2,i,i,i,i,-4,i,i,i,i,-4,-11
CCOC(=O)C1=C(COC(=O)c2ccc(Br)o2)NC(=O)NC1C (centres undefined),i,i,i,i,18,i,i,i,i,1,-6
CCCNC(=O)CN1C(=O)COc2ccc(S(=O)(=O)N3CCCCCC3)cc21,i,i,i,i,-8,i,i,i,i,4,-14
COC(=O)c1c(NC(C)=O)sc(C(=O)N2CCOCC2)c1C,i,i,i,i,-2,i,i,i,i,-3,-3
COCCn1c(=NC(=O)c2cc(-c3cccs3)nc3ccccc23)sc2cc(S(N)(=O)=O)ccc21,i,i,i,i,-3,i,i,i,i,-9,-4
O=C(CCCCCNC(=O)c1ccccc1Cl)N/N=C/c1ccco1,i,i,i,i,7,i,i,i,i,-3,0
COc1ccc(NC(=O)c2ccccc2NC(=O)c2ccccc2)cc1,i,i,i,i,-3,i,i,i,i,-4,-2
CCOc1ccccc1-n1c(=O)c2ccccc2c2ccccc2c1=O,i,i,i,i,-12,i,i,i,i,-1,-11
CC(C)NC(=S)NCc1cccs1,i,i,i,i,2,i,i,i,i,2,-18
COc1ccc(OC)c(NC(=O)C2CCN(c3nc(C)cc(C)n3)CC2)c1,i,i,i,i,-2,i,i,i,i,-9,-5
CCN(CC(=O)Nc1ccc(NC(C)=O)cc1)C(=O)c1ccc(NC2CC2)c([N+](=O)[O-])c1,i,i,i,i,3,i,i,i,i,-6,-4

# From PubChem BioAssay
